# Source: PubChem
# PME-1 primary – PME-1 (human) inhibition; Q9Y570; recombinant PME-1, FP-Rh probe fluorescence polarization; inhibition, % at 5.9 µM; hit rate 0.53% among 320,000; AID 2130;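 active means inhibition above the campaign mean of all compounds plus 3 SD, cut at about 26% in these data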;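 further: competitive labeling of PME-1 active site by serine hydrolase directed probe; 0% = PME-1 with DMSO and 100% = wells lacking PME-1 enzyme; inhibitors block probe labeling so polarization falls and inhibition rises; many of its hits are not listed in these tables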
# MEX-5 binding – C. elegans MEX-5 TCR-2 RNA binding activity | Q9XUB2 | MEX-5/FITC-TCR2 RNA binding, fluorescence polarization; hits give low values | activity score (negative = inhibition of binding), % at 10 µM | hit rate 0.38% among 300,000 | AID 1832;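 active means inhibition past about -25% in most replicates, and total fluorescence under double the plate's negative control median, limit read from the data; inconclusive means replicates evenly split on the limit, or fluorescence at least double controls; inactive means too little inhibition in most replicates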;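 further: 0% = DMSO and -100% = 5 µM competing unlabeled TCR2 RNA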
# GLD-1 RNA inh – GLD-1-TGE RNA interaction inhibition (C. elegans). inhibition, % at 5.96 µM. Q17339. hit rate 0.44% among 320,000. purified GLD-1 + fluorescein TGE RNA, fluorescence polarization;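 active means percent inhibition above a per-plate cutoff, the plate mean of test compounds plus 3 SD, cut at about 30% in these data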;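 further: 0% = DMSO wells with GLD-1 and probe and 100% = wells lacking GLD-1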
# Bcl-xL primary – inhibitors of human Bcl-xL; Q07817; GST-Bcl-xL / FITC-Bim BH3 peptide fluorescence polarization; inhibition, % at 10.9 µM; hit rate 0.7% among 320,000; AID 2129;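 active means inhibition above the mean of all tested compounds plus 3 SD, cutoff set per campaign, cut at about 30% in these data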;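 further: 0% = DMSO wells and 100% = unlabeled Bim-BH3 peptide competitor; inhibitors lower millipolarization by displacing the labeled peptide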
# Target sequence (Q07817 whole entry, looked up): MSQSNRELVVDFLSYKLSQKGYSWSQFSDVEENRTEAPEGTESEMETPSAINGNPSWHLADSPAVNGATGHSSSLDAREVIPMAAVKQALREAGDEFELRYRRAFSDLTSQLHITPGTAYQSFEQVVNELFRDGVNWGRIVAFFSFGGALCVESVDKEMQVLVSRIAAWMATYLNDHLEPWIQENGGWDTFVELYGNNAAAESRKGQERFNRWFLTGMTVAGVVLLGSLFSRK
# AHR act – activates the human aryl hydrocarbon receptor | P35869 | AHR-responsive luciferase reporter cells, luminescence | activation, % at 5 µM | hit rate 2.5% among 320,000 | AID 2796; in the data active means activation above about 47%;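 further: 0% = vehicle wells and 100% = reference agonist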
# Target sequence (P35869 whole entry, looked up): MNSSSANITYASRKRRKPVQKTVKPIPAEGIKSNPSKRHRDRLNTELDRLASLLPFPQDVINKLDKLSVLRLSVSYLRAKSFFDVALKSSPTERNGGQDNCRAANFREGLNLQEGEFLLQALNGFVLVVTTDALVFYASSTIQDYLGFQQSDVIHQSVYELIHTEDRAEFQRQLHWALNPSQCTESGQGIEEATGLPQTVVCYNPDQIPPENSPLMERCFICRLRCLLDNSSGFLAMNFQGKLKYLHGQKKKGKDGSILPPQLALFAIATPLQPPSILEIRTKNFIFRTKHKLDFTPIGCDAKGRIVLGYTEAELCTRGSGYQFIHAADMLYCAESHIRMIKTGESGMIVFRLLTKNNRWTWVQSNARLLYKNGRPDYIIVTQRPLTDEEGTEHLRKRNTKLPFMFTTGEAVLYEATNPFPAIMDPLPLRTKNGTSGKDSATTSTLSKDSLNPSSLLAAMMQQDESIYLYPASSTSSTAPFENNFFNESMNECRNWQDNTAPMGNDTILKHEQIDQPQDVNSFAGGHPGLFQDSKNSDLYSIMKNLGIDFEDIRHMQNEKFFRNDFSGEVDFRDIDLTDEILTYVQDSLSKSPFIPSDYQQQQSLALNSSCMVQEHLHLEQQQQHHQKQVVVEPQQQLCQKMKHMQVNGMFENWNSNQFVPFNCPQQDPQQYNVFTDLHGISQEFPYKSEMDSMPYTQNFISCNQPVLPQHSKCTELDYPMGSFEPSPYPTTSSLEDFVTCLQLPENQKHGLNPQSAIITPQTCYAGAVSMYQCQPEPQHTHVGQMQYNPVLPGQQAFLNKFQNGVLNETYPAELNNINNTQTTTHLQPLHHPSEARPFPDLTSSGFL
# Fam108B inh – counter-screen for RBBP9 inhibitors: inhibitors of mouse Fam108B. hit rate 0.33% among 300,000. recombinant Fam108B, FP-Rh probe fluorescence polarization. inhibition, % at 9.51 µM;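 active means inhibition above the screen mean inhibition plus 3 SD, computed separately per campaign, cut at about 18% in these data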;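 further: inhibitors lower polarization as less probe binds the enzyme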
# pPAFAH FP inh – pPAFAH (human) enzyme inhibition; Q13093; recombinant pPAFAH, FP-rhodamine probe fluorescence polarization; inhibition, % at 3.39 µM; hit rate 1.5% among 330,000; AID 463082;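 active means inhibition above the mean inhibition across the screen plus 3 SD, cut at about 25% in these data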;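 further: inhibitors block binding of the rhodamine activity-based probe so polarization drops; 0% = enzyme with DMSO and 100% = wells lacking pPAFAH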
# PAFAH1B2 FP inh – PAFAH1B2 (human) inhibition. P68402. recombinant PAFAH1B2, FP-rhodamine activity probe, fluorescence polarization. inhibition, % at 3.39 µM. hit rate 1.2% among 340,000. AID 492953;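 active means inhibition above the mean of all tested compounds plus 3 SD, cut at about 24% in these data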;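 further: 0% = enzyme with DMSO and 100% = wells lacking PAFAH1B2; many of its hits are not listed in these tables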
# MCL1-BIM inh – disrupts human MCL1 binding to BIM-BH3 peptide; Q07820; GST-MCL1 / FITC-Bim-BH3 fluorescence polarization; inhibition, % at 10.9 µM; hit rate 0.68% among 320,000;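 active means inhibition above the mean inhibition of all tested compounds plus 3 SD, set per campaign, cut at about 40% in these data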;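 further: 0% = DMSO wells and 100% = unlabeled Bim-BH3 peptide control; higher means more loss of mP so more displacement of Bim peptide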
# * = called active by the depositor; ? = inconclusive; . = no result given.
SMILES,PME-1 primary,MEX-5 binding,GLD-1 RNA inh,Bcl-xL primary,AHR act,Fam108B inh,pPAFAH FP inh,PAFAH1B2 FP inh,MCL1-BIM inh
Cc1ccc(-n2cc(CN3CCC(CO)(Cc4cccc(C(F)(F)F)c4)CC3)cn2)cc1,4,0.1,1,0,2,-4,-3,6,8
Cc1ccc(NNC(=O)c2ccc(Cl)cc2)nn1,1,-8.8,2,-2,-2,-2,0,10,2
COc1cc(/C=N/N2CCOCC2)ccc1OCc1ccc(Cl)cc1,-6,3.1,6,2,-2,-1,2,6,0
CCC(C)C1NC(=S)N(Cc2ccccc2)C1=O (stereo unspecified),0,-1.3,-2,-1,6,-4,0,3,12
CCOC(=O)C1CCN(C(=O)c2cccc(Cl)c2)CC1,-5,2.1,7,6,1,6,3,1,2
Cc1ccc(NC2=NCCC2)cc1Cl,-2,0.2,2,3,5,-1,0,-5,7
Cc1ccc(-n2c(C)cc(/C=N/NC(=O)Cn3c4ccccc4c(=O)c4ccccc43)c2C)cc1,-29,0.3,3,3,6,-21,6,-11,-9
COC(=O)c1ccc(/C=N\NC(=O)c2c(C)nc3ccc(Cl)cn23)cc1,7,-0.8,4,3,-1,-2,1,1,6
CCn1c(=O)c(C(=O)CC#N)c(N)n(Cc2ccccc2)c1=O,4,-0.4,1,6,1,-4,1,4,10
CCOC(=O)N1CCN(Cc2ccc(O)c3ncccc23)CC1,6,3.2,-2,11,-1,5,1,.,12
NC(=O)c1nsc(C(=O)N(CC(=O)NC2CCCC2)c2cnc3ccccc3c2)c1N,-2,0.7,5,1,1,4,3,.,6
CCCC(=O)N1N=C(c2ccccc2)CC1c1cn(C)c2ccccc12 (stereo unspecified),0,1.6,9,4,31,2,5,1,4
Cc1cccc(OCCCC(=O)N2CCCc3ccccc32)c1C,2,-0.2,-4,-2,3,3,3,6,-5
O=C1CC(NC(=O)c2ccc(Cl)cc2)C(=O)N1 (stereo unspecified),4,-2.5,-259,-156,0,-1,-2,-3,-213
CCOc1ccc(NC(=O)c2cc(C3CC3)nc3c2cnn3C(C)C)cc1OC,4,.,7,-12,5,.,1,3,-16
COc1ccccc1C(CNC(=O)c1cccc(S(=O)(=O)Nc2ccc(F)cc2)c1)N(C)C (stereo unspecified),-4,.,6,10,0,.,28*,3,10
COc1cc(CO)ccc1OCc1ccc(Cl)nc1,2,2.0,10,2,-2,0,5,7,5
COc1cccc(NC(=O)CCN2CCC(C(N)=O)CC2)c1,6,-2.1,-6,-5,2,2,5,4,-5
O=C(c1ccco1)N1CCN(C(=O)c2ccc(-c3cccc(C(F)(F)F)c3)o2)CC1,1,0.0,-1,-4,6,2,3,1,-5
COc1cccc(CNC(=O)C2CCN(S(=O)(=O)c3ccc4c(c3)NC(=O)C(C)S4)CC2)c1 (stereo unspecified),8,-8.4,0,9,3,0,6,1,-1
CCOc1cc(C(=O)Nc2ccc(C)cc2O)ccc1OCC(=O)N1CCOCC1,5,-1.2,5,3,16,5,16,5,6
Cc1ccc(S(=O)(=O)N(C)CC(=O)NCCCc2ccccc2)cc1,0,4.0,2,-1,1,0,4,2,-10
CCN(CC)S(=O)(=O)c1ccc(C)c(NC(=S)N2CCN(Cc3ccc4c(c3)OCO4)CC2)c1,-3,-0.9,11,5,0,-4,6,-7,9
COc1ccc(NC(=O)N2CCc3ccccc3C2)cc1OC,3,-1.5,-6,1,9,5,2,-2,2
O=C(O)Cc1ccc(NC(=O)C2CC=CCC2C(=O)O)cc1 (stereo unspecified),9,-1.8,2,8,-2,6,4,.,5
O=C(CSC1=NCCS1)NC(c1ccccc1)c1ccccc1,2,-1.0,2,9,0,4,1,7,5
CC(C)CNC(=O)C(=O)NCc1ccccc1,1,-0.6,-8,-1,-1,1,4,6,-4
CCOC(=O)C1(C(=O)OCC)CC1c1ccccc1 (stereo unspecified),1,-0.8,1,9,1,0,-6,6,2
CN(C)S(=O)(=O)NCC1CCCN(Cc2cc3ccccc3s2)C1 (stereo unspecified),-1,3.3,4,3,0,-1,5,-1,6
COCCN(C(=O)COC(=O)c1cccs1)c1c(N)n(Cc2ccccc2)c(=O)[nH]c1=O,-1,1.6,-2,0,7,1,4,4,-4
COc1ccc(N(CC(=O)N2CCN(c3ccccc3)CC2)S(=O)(=O)c2ccc(C)cc2)cc1,3,-1.5,10,6,-4,1,0,4,6
CC12CCC(=O)N1C(C(=O)Nc1cccc(S(=O)(=O)N3CCCCCC3)c1)CS2 (stereo unspecified),0,2.0,-4,-12,4,1,0,0,-13
O=C(NCc1ccccc1)c1ccc(CS(=O)(=O)c2ccc(Br)cc2)o1,6,1.6,4,2,1,-7,8,9,-1
O=C(COc1ccc(S(=O)(=O)NC2CCCCC2)cc1)NCCC1=CCCCC1,-7,0.2,7,-3,2,1,28*,2,2
O=[N+]([O-])c1ccccc1S(=O)(=O)n1nnc2ccccc21,1,?,0,9,3,-2,1,9,8
CCOC(=O)C1(Cc2cccc(Cl)c2)CCCN(C(=O)c2cccnc2)C1 (stereo unspecified),-5,-0.1,-1,3,2,0,6,5,1
CCC(Oc1ccccc1)C(=O)N1CC(C)CC(C)C1 (stereo unspecified),-3,-0.5,-1,1,0,0,5,9,-6
CCC(=O)Nc1ccc(S(=O)(=O)Nc2ccc(Cl)nn2)cc1,1,1.5,-2,-1,0,1,-5,1,-3
COc1ccc(C(=O)Cn2c(C)nc([N+](=O)[O-])c2Br)cc1,-1,-0.1,2,0,1,1,3,0,-2
O=C1c2ccccc2C(=O)N1Cc1ccccc1F,-2,-0.5,-1,3,-2,-3,6,0,4
C#CCOCCOCCOCCNc1nc(N2CCN(C(=O)[C@H](CCCCN)n3cc([C@@H](N)CC(C)C)nn3)CC2)nc(N2CCN(C(=O)[C@H](CCCCN)n3cc([C@@H](N)CC(C)C)nn3)CC2)n1,1,2.9,1,4,0,-1,5,2,3
O=C(O)c1nc(N2CCCCC2)ncc1Cl,-7,-0.2,-6,2,4,0,-7,1,2
COc1ccc(NC(=O)N(C)C[C@H]2Oc3ccc(NS(=O)(=O)c4c(C)noc4C)cc3C(=O)N([C@H](C)CO)C[C@@H]2C)cc1,.,.,5,.,-1,.,2,7,.
Clc1ccc(/C=N/Nc2ncnc3nc[nH]c23)cc1,-4,-4.9,9,4,66*,-2,5,4,4
COC(C(=O)Nc1ccnn1C1CCN(Cc2ccc(CO)o2)CC1)c1ccccc1 (stereo unspecified),0,0.1,2,5,0,2,0,1,8
C/C(=N/Nc1ccc(F)cc1)c1ccc(Cl)s1,11,.,5,5,84*,10,8,3,-2
C=CCNc1nnnc2c1sc1nc(N3CCOCC3)c3c(c12)CCCC3,-4,-1.1,2,4,-3,-3,3,-1,-1
CCN1CCN(C(CNS(=O)(=O)c2ccccc2)c2cccnc2)CC1 (stereo unspecified),-2,2.9,7,6,1,-3,5,-1,3
C=CCOc1ccc(C2NC(=O)c3ccccc3O2)cc1OCC (stereo unspecified),-2,-0.6,4,5,2,-2,7,3,5
Cc1c(NC(=S)N/N=C/c2cc([N+](=O)[O-])ccc2O)c(=O)n(-c2ccccc2)n1C,-1,-8.6,2,8,0,3,47*,19,16
C=CCN(CC=C)S(=O)(=O)c1ccc(C(=O)Nc2nnc(COC)o2)cc1,-5,0.0,6,-2,-3,-2,4,-1,3
Cc1cccc(N(CC(=O)N2CCCC2)S(=O)(=O)c2ccccc2)c1,5,2.1,4,4,0,0,2,4,7
C#CCOC(=O)c1ccc(-n2cncn2)nc1,-7,-1.5,0,-2,2,-2,-1,2,-2
O=C(CSCC(=O)NC1CCCC1)Nc1ccccc1,-10,2.4,8,5,-1,0,-1,4,0
O=C(O)CC(C(=O)Nc1ccc(Cl)cc1)N1CCCCCC1 (stereo unspecified),3,-1.5,7,4,1,-4,-2,4,1
C=CCn1c(NCc2cc(C)ccc2O)nc2ccccc21,10,-2.0,7,5,4,0,3,7,2
CSc1ccc(C2Nc3ccccc3-c3cc(C)nn32)cc1 (stereo unspecified),-4,2.4,3,3,101*,3,3,-3,4
COc1cccc(NC(=O)N2CCCCCC2)c1,5,2.3,-5,1,12,1,0,7,1
Cc1ccc(CN(C)C(=O)CC2C(=O)NCCN2CC2CCCCC2)cc1 (stereo unspecified),-4,-48*,0,7,0,0,3,7,1
Cc1cccc(OCC(=O)NNC(=O)Cn2c(=O)cnc3ccccc32)c1,3,2.4,2,5,1,2,-4,-2,6

# The listing continues:
SMILES,PME-1 primary,MEX-5 binding,GLD-1 RNA inh,Bcl-xL primary,AHR act,Fam108B inh,pPAFAH FP inh,PAFAH1B2 FP inh,MCL1-BIM inh
Cc1cc(C)cc(NC(=S)N2CCC(N(C)CC3CCCO3)CC2)c1 (stereo unspecified),1,-4.7,-2,3,2,-4,3,4,6
Cc1nc2ncnn2c(C)c1CCC(=O)Oc1ccccc1,-9,-2.4,-6,1,1,-3,-9,0,5
CCC(C)(C)N=C(NC#N)Nc1cccnc1,-2,-3.0,10,2,0,2,0,.,10
O=C(CC1CCCCC1)NCc1ccc(F)cc1,0,-3.0,2,0,5,-1,4,0,0
CCC(C)NC(=O)C1c2ccccc2C(=O)N1Cc1cc(OC)ccc1OC (stereo unspecified),4,-3.3,0,5,1,2,-1,0,10
CCOc1cc(C)c(S(=O)(=O)Nc2ccc(F)cc2)cc1C,1,-3.6,7,7,3,0,12,7,10
CCOC(=O)Cc1c(C)nc2cc(-c3ccc(Cl)cc3)[nH]n2c1=O,-56,-1.7,-9,5,58*,16,5,6,10
CCOC(=O)Cn1c(=O)oc2cc(S(=O)(=O)N3CCN(C(=O)c4ccco4)CC3)ccc21,-2,2.1,0,6,0,2,-6,3,3
CCOC(=O)C(Cc1ccccc1)C(=O)Nc1ccccc1C (stereo unspecified),4,-1.3,9,6,-4,0,2,-3,3
CCOC(=O)c1c(CSc2ccc(C)cc2)oc2ccc(O)cc12,-7,-2.1,4,6,2,-5,4,17,3
COc1ccc2oc(=O)c(C(=O)N3CCc4ccccc43)cc2c1,-6,-0.9,-1,-6,19,-6,-12,-2,-4
O=C(NCCc1ccccc1)C1CCN(S(=O)(=O)c2cccc3nsnc23)CC1,16,-1.0,0,6,1,0,2,5,12
Cc1ccccc1OCC(O)Cn1c(NCCN(C)C)nc2c1c(=O)n(C)c(=O)n2C (stereo unspecified),-7,-2.4,5,0,-1,-1,3,-1,-7
COc1ccc(-n2c(-c3ccc(Cl)cc3)c[n+]3c2CCCCC3)cc1,-4,-0.5,2,1,-1,-1,3,-4,3
CCOC(=O)C1CCCN(C(=O)c2cccc([N+](=O)[O-])c2C)C1 (stereo unspecified),-7,0.7,3,3,-3,1,-3,5,1
CS(=O)(=O)N(CCCC(=O)N1CCCCCC1)c1cccc(Cl)c1,-3,-0.8,4,7,2,3,4,3,15
O=C(NCCCn1ccnc1)/C(=C/c1ccco1)NC(=O)c1ccccc1,-1,1.5,9,7,4,-1,3,6,5
CN(C(=O)c1ccc(F)c(S(=O)(=O)N2CCOCC2)c1)C1CCCCC1,4,.,-2,-3,-1,.,1,6,-2

# A portion of the library. The share of hits here may be higher or lower than overall.
